# High-throughput results (PubChem BioAssay)
# 14-3-3 PPI: modulators of 14-3-3 gamma protein binding, primary screen, biochemical, fluorescence polarization | 160,000 compounds, 0.19% hits | FP, 14-3-3gamma / TMR-pS259-Raf peptide binding | inhibition, % at 40 µM; in the data active means inhibition above about 30%;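 further: 0% = protein plus tracer without compound and 100% = blank with tracer alone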
# Target sequence (P61981 whole entry, looked up): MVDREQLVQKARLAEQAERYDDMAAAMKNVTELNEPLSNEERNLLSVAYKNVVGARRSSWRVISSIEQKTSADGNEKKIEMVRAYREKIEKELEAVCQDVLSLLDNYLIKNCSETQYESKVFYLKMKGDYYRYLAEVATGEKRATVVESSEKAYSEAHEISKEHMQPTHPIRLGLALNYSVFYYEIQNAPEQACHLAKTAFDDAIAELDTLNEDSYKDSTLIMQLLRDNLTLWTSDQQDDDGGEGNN
# Starred values were filed as active, the others as inactive; & = joins results of further samples. These rows are one share of the data. The share of hits here may be higher or lower than overall.
SMILES,14-3-3 PPI
O=C(NC1CCCCCCC1)C1CCN(S(=O)(=O)N2CCC3(CC2)OCCO3)CC1,0
CC1CC(C)CN(CCCNC(=O)C2CCCN(S(=O)(=O)N3CCCC3)C2)C1 (configuration not stated),-4
CC(=O)CC(=O)NC1C2CC3CC(C2)CC1C3 (configuration not stated),-1
CN(C)c1ccc(C2SCC3C(=O)N(c4cccc(C(F)(F)F)c4)C(=S)N32)cc1 (configuration not stated),-71
CCNC(=O)c1ccc(NS(=O)(=O)c2ccccc2)cc1,9
Cn1c(=O)c2c(nc(NCc3ccco3)n2C)n(C)c1=O,-5
c1ccc(CN2c3ccccc3-c3nc4ccccc4n3C2c2ccco2)cc1 (configuration not stated),-4
CCCSc1n[nH]c(NC(C)=O)n1,3
CCN(CC)C(=O)c1oc2ccc(S(=O)(=O)N3CCOCC3)cc2c1C,1
Cn1c(SCC(=O)c2ccc(-c3ccccc3)cc2)nnc1-c1ccco1,-69
C=C(C)Cn1c(SCCCC)nc2sc3c(c2c1=O)CCCC3,0
CC(=O)c1nn(-c2ccc([N+](=O)[O-])cc2)c(=Nc2cccc3ccccc23)s1,-19
CCC1CCCCN1C(=O)c1sc2ncnc(N3CCc4ccccc4C3)c2c1C (configuration not stated),0
Clc1ccc(C=Cc2nc(-c3ccccc3)c3ccccn23)cc1,-34
O=C(NCCCn1ccnc1)c1ccc(Br)cc1,-4
O=C(NCCNCCO)c1c(O)c2cccc3c2n(c1=O)CCC3,-3&4
COC1CCCCC1Nc1cc(C)ccc1C (configuration not stated),-6
O=C(CSc1nnc(-c2ccccc2)c(-c2ccccc2)n1)NC1CCCC1,-10
COc1ccc(N(CC(=O)NCC2CCCO2)S(=O)(=O)c2c(C)noc2C)cc1 (configuration not stated),-2
O=C1CSC2(C(=O)Nc3ccccc32)N1c1cccc([N+](=O)[O-])c1 (configuration not stated),1
COc1cc(CNc2cc(C)ccc2C)cc(OC)c1OC,2
Cc1ccc(C(=NS(=O)(=O)c2ccc(Cl)cc2)Nc2ccccc2)cc1,-12
C#CC(C)(C)OC(=O)c1ccc(OC)cc1,-10
CCCCC(CC)Cn1c(=S)[nH]c2c(sc3ccccc32)c1=O (configuration not stated),-5
COc1ccc(N2C(=O)CC(N3CCC(O)CC3)C2=O)cc1 (configuration not stated),-1
CC(=O)NCc1nc2ccccc2[nH]1,-4
CCOc1ccc(NC(=O)c2ccc(S(=O)(=O)N(C)C)cc2)cc1,2
O=C(Nc1ncn[nH]1)c1c(Cl)ccc(Cl)c1Cl,0
COc1ccc(C2C=C(c3ccccc3)Nc3ncnn32)cc1 (configuration not stated),-5
COc1ccc(CNC(=O)c2ccc3c(c2)NC(=O)CS3)cc1,-2
CCOc1ccc(N(C(C)C(=O)Nc2cccc(C)c2)S(C)(=O)=O)cc1 (configuration not stated),-1
CC(=O)c1c(C)cc(C)c(CSc2nnnn2-c2ccccc2)c1C,-8
Cn1c(SCC(=O)NC(C)(C)C)nc(O)cc1=O,-15
Cc1cccc(C)c1N(CC(=O)N1CCN(C)CC1)S(C)(=O)=O,-5
Oc1ccc(Oc2ncc(Cl)cc2Cl)cc1,-4
CCCCNC(=O)NC(=O)N(C)S(C)(=O)=O,4
CCc1ccc(NC(=O)Nc2cc(C(=O)OC)ccc2Sc2ccc(C)cc2)cc1,-2
O=C(O)c1cccc2c1C(=O)N(Cc1ccncc1)C2,-6
CCOC(=O)c1sc2nc3n(c(=O)c2c1C)CCC3,-5
COc1ccccc1N1CCN(C(=O)CSc2nc3ncnc(N)c3[nH]2)CC1,-6
CCOc1ccc(/C(O)=C2\C(=O)C(=O)N(c3nnc(C)s3)C2c2ccc(OC)c(OC)c2)cc1 (configuration not stated),-9
O=C(Nc1ccc(Cl)cc1C(=O)N1CCOCC1)c1ccco1,-3
Cc1nc(Cl)c(C(=O)NCc2ccccc2)c(C)c1Cl,6
Cc1ccc(C(=O)Nc2c3c(nn2-c2cccc(Cl)c2)CS(=O)(=O)C3)cc1[N+](=O)[O-],-10
O=C1CSC(c2ccc(Cl)cc2)N1Cc1ccccc1 (configuration not stated),4
COc1ccc(OC)c2[nH]c(=O)c(CCNC(C)=O)cc12,-3&1
COC(=O)c1ccccc1NC(=O)c1cc2cc3ccc(C)cc3nc2s1,-5
COCCN(CCOC)Cc1c(C)[nH]c2ccc(Cl)cc2c1=O,-3
CCCC1C(C#N)=C(N)Oc2n[nH]c(C(C)(C)C)c21 (configuration not stated),-7
COc1ccc(C2CC(c3ccc(Cl)cc3)=NN2C(=O)c2cccc([N+](=O)[O-])c2)cc1 (configuration not stated),-3
CCN(CC)c1ccc2cc(C(N)=O)c(=Nc3ccccc3F)oc2c1,4
CCc1nnc(NC(=O)c2c(O)c3cccc4c3n(c2=O)CC4)s1,-6
O=C1c2ccccc2C(=O)c2c1ccc(C(=O)Nc1cccc(Br)c1)c2[N+](=O)[O-],-22
CC1CCN(CCCn2c(SCC(=O)Nc3ccccc3Cl)nc3ccccc3c2=O)CC1,-2
COC(=O)C1=C(C)NC2=C(C(=O)CCC2)C1c1cc(C)sc1SC (configuration not stated),1
Cc1cc(=O)[nH]c(-n2nc(C)c(Oc3ccccc3O)c2C)n1,-6
COC(=O)c1ccc(NC(=O)C2CC(=O)N(Cc3ccc(OC)cc3)C(=Nc3ccccc3)S2)cc1 (configuration not stated),-10
Cc1ccc(-c2nnc(Nc3ccc(F)cc3)c3ccccc23)cc1S(=O)(=O)NC(C)C,-2
COc1ccccc1CNS(=O)(=O)c1c(C)noc1C,-10
COc1ccc(-c2nnc(SCC(=O)c3ccco3)n2-c2ccccc2)cc1,1
# (further entries)
SMILES,14-3-3 PPI
COC(=O)c1c(NC(=O)Nc2ccc(Cl)cc2)sc(C)c1C,0
O=C(Nc1cccc(OC(=O)c2cccnc2)c1)c1cccnc1,-2
COc1ccccc1NC(=O)c1c(-c2ccccc2)noc1C,1
COC(=O)c1c(N)n(CCc2ccc(OC)c(OC)c2)c2nc3ccccc3nc12,-42
CCOC(=O)c1cc2c(=O)n3ccccc3nc2n(C)c1=NC(=O)c1cccc([N+](=O)[O-])c1C,-14
CCCCn1c(SCC(=O)NCc2ccco2)nc2ccsc2c1=O,-3
Cc1cc2c(N3CCCC3)ncnc2s1,-9
CCN(C(=O)Cc1c(C(=O)O)[nH]c2ccccc12)c1ccc(OC)cc1,7
Cc1ccc(CN2C(=O)CCC2C(=O)NCCC(C)C)cc1 (configuration not stated),-6
CC(=O)C1C(=O)CC(C)(O)C(C(C)=O)C1c1ccc(Cl)cc1 (configuration not stated),-11
O=C1NC(c2ccc(-c3ccccc3[N+](=O)[O-])o2)C(C(=O)c2ccc(F)cc2)C(O)(C(F)(F)F)N1 (configuration not stated),-29
Cc1cc(C)c(S(=O)(=O)Nc2ccc3oc(=O)sc3c2)cc1C,-12
Cn1c(=O)cc(SCC(=O)NCc2ccco2)c2ccccc21,-4&-5
CC(C)(C)c1ccc(OCNC(=O)c2ncn[nH]2)cc1,0
COc1cc(Cl)ccc1Nc1ncc(C(=O)N2CCN(c3ccccc3OC)CC2)c2ccccc12,-11

# Arranged by count of non-hydrogen atoms (low to high): some entries from above.
SMILES,14-3-3 PPI
COC(=O)c1c(NC(=O)Nc2ccc(Cl)cc2)sc(C)c1C,0
Cn1c(=O)cc(SCC(=O)NCc2ccco2)c2ccccc21,-4&-5
O=C(Nc1cccc(OC(=O)c2cccnc2)c1)c1cccnc1,-2
CCCCn1c(SCC(=O)NCc2ccco2)nc2ccsc2c1=O,-3
CCN(C(=O)Cc1c(C(=O)O)[nH]c2ccccc12)c1ccc(OC)cc1,7
COC(=O)c1c(N)n(CCc2ccc(OC)c(OC)c2)c2nc3ccccc3nc12,-42
COc1cc(Cl)ccc1Nc1ncc(C(=O)N2CCN(c3ccccc3OC)CC2)c2ccccc12,-11

# (next part)
SMILES,14-3-3 PPI
CCC(=O)N1c2ccccc2-c2nnc(SC)nc2OC1CC (configuration not stated),-1
N#Cc1ccccc1CSc1nc(N2CCCCC2)nc(N2CCCCC2)n1,-1
O=C1c2cccc3c(Cl)ccc(c23)C(=O)N1O,-7
CCOC(=O)C1=C(C)NC(=O)C(C#N)C1c1ccc([N+](=O)[O-])cc1 (configuration not stated),5
CC1CCN(C(=O)c2ccc(C(=O)N3CCC(C)CC3)cc2)CC1,3&0
CCN1C(=O)CC(C(=O)Nc2ccc(OC)cc2)SC1=Nc1ccc2c(c1)OCO2 (configuration not stated),-14
COc1ccccc1N1CCN(C(=O)CCNS(=O)(=O)c2ccc3c(c2)CCC(=O)N3)CC1,-10
COc1cc(C2C(N3C(=O)c4cccc([N+](=O)[O-])c4C3=O)C(=O)N2c2ccc(Br)c(C)c2)cc(OC)c1OC (configuration not stated),-5
Cc1cc(C)c2c(n1)nn1c(NCCCn3ccnc3)cc(C)nc21,-11
CCc1ccc2[nH]cc(C(=O)N3CCCCCC3)c(=O)c2c1,-9
Cc1ccc(S(=O)(=O)NCc2ccc(C(=O)NC3CCCCC3)cc2)cc1,-12
Cc1cccc(CN2CCN(CC(=O)NCCCN3CCCC3=O)C2=O)c1,0&-4
CCOC(=O)C(NC(C)=O)(NS(=O)(=O)c1ccccc1)C(F)(F)F (configuration not stated),-1
CCOC(=O)CCCNC(=O)COC(=O)CCC(=O)c1ccc(F)cc1,-3
COc1cc(NC(=O)c2ccc(F)cc2)nc(OC)n1,9
Nc1c(C(=O)c2ccc(Br)cc2)sc2nc3c(cc12)C(=O)CCC3,-16
Cc1nn(C)c(-c2nnc(NCC(C)C)s2)c1Cl,-7
CCc1ccc(NC(=O)Nc2cc(S(=O)(=O)N3CCC(C)CC3)ccc2N2CCC(C)CC2)cc1,-11
CN(C)CCN1CCc2ccccc21,0
O=C(CSc1nnc(COc2ccc(Cl)cc2)o1)N1CCCc2ccccc21,3
CCOc1cc2c(cc1OCC)C1C(C(=O)N3CCCC(C)C3)c3ccccc3C(=O)N1CC2 (configuration not stated),0
Cc1ccc(S(=O)(=O)Nc2cccc(C(=O)NC(C)(C)CO)c2)cc1,-11
Cn1cc(C(=O)NCC2CCCO2)c(=O)c2cc(S(=O)(=O)N3CCCCCC3)ccc21 (configuration not stated),-3
CC1=C(C(=O)OC(C)C)C(c2ccc([N+](=O)[O-])cc2)NC(=O)N1 (configuration not stated),3
Cc1c(Cl)cccc1N=C1C(=O)Nc2ccccc21,-4
O=C(c1ccccc1)N1CCN(c2ccccc2)CC1,-3
Cc1cc(C(F)(F)F)nn1C(=O)c1cccnc1Cl,-6
O=C1CC(N(O)c2ccccc2)C(=O)N1c1cc(Cl)cc(Cl)c1 (configuration not stated),-9
COc1ccccc1NC(=O)c1cc2n(n1)C(C(F)(F)F)CC(c1ccc3c(c1)OCO3)N2 (configuration not stated),-6
COc1ccc(-c2nc3cnccn3c2NC2CCCCC2)cc1,-8
CCOc1cc(C2Nc3ccc4ccccc4c3C3=C2C(=O)CCC3)ccc1O (configuration not stated),-24
COc1ccc(S(=O)(=O)N(CC(=O)Nc2ccccc2Cl)c2ccc(C)cc2)cc1OC,3
N#Cc1c(N2C(=O)CC(Sc3ncccc3C(=O)O)C2=O)sc2c1CCCC2 (configuration not stated),-96
COc1cc(NS(=O)(=O)c2ccc([N+](=O)[O-])cc2)c(OC)cc1Cl,3
CCCn1c(=S)[nH]c2cc(C(=O)NCc3ccco3)ccc2c1=O,1
Cc1ccc(-n2ncc3c(NCc4ccccn4)ncnc32)c(C)c1,-7
CCOc1cc(C2C(C(=O)OC)=C(C)NC3=C2C(=O)CC(C)(C)C3)ccc1OC(=O)C1CC1 (configuration not stated),-10
CC(=O)Oc1ccc(C(=O)Nc2ccc(S(=O)(=O)Nc3nc(C)cc(C)n3)cc2)cc1,0
CCOc1ccc(-n2c(SCC(=O)NCC3CCCO3)nc3c(c2=O)SCC3)cc1 (configuration not stated),-3
CCN(CC)S(=O)(=O)c1ccc(-c2nnc(SCC(=O)N3CCc4ccccc43)o2)cc1,1
Cn1nc(-c2ccc(Cl)cc2)c2cc(C(=O)N3CCC(N4CCCCC4)CC3)sc21,-3
COC(=O)c1ccc(CNC(=O)CSc2nnc(COc3ccccc3)n2C)o1,11
CCOc1c(NC(=O)c2ccc(N)cc2)cc(NC(=O)c2ccc(N)cc2)cc1C(N)=O,0
CC1(C)CC(=O)c2cc(C(=O)Nc3ccc(Br)cc3)c(=O)n(-c3ccc(Cl)cc3)c2C1,0
CCOc1ccc(OCC)c(-n2cc(-c3ccc(OCC)c(Cl)c3)[nH]c2=O)c1,-21
COc1ccc(C)cc1S(=O)(=O)N(CC(N)=O)Cc1ccccc1,1
Cc1cccn2cc(-c3cccc(NC(=O)CC(C)C)c3)nc12,-10
CSc1nnc(CNC(=O)c2ccccc2)n1-c1cccc(C)c1,2
Cc1cccc(C)c1NC(=O)CSc1nnnn1-c1ccccc1,-2
Cc1ccc(C(=O)N(CN2CCCC2=O)c2ccc(F)cc2)cc1,4
COc1ccc(OC)c(NC(=O)C2CCN(c3cc(-c4ccccc4)nc4ncnn34)CC2)c1,2
CCOC(=O)c1nc2sc3c(c2c(=O)[nH]1)CCCC3,-6&-5
O=C(CCc1nc(-c2cccs2)no1)Nc1ccccc1F,3
C=CCOc1ccccc1/C=N/O,-8
CCOC(=O)C12CC1/C(=N/O)c1ccccc1O2 (configuration not stated),-2
COc1ccc([N+](=O)[O-])cc1NC(=O)c1ccccc1NS(=O)(=O)c1ccc(C)cc1,-15

# Filtered by structure, the entries above with bromine (five)
SMILES,14-3-3 PPI
O=C(NCCCn1ccnc1)c1ccc(Br)cc1,-4
O=C1c2ccccc2C(=O)c2c1ccc(C(=O)Nc1cccc(Br)c1)c2[N+](=O)[O-],-22
COc1cc(C2C(N3C(=O)c4cccc([N+](=O)[O-])c4C3=O)C(=O)N2c2ccc(Br)c(C)c2)cc(OC)c1OC (configuration not stated),-5
Nc1c(C(=O)c2ccc(Br)cc2)sc2nc3c(cc12)C(=O)CCC3,-16
CC1(C)CC(=O)c2cc(C(=O)Nc3ccc(Br)cc3)c(=O)n(-c3ccc(Cl)cc3)c2C1,0

# Shown tab-delimited: part of the list above.
smiles	14-3-3 PPI
O=C(CCc1nc(-c2cccs2)no1)Nc1ccccc1F	3
C=CCOc1ccccc1/C=N/O	-8
